# Screens from PubChem BioAssay.
# Rpn11 block: inhibitors of human proteasome Rpn11; O00487; human 26S proteasome, Ub4-pepOG fluorescence polarization; 20S core pre-blocked with epoxomicin; calls only at 20 µM; hit rate 0.59% among 360,000;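 active = inhibition at 20 µM, scaled to each plate's controls, above about 33%, limit read from the data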
# bovine MsrA act: activates bovine MsrA enzyme | purified bovine MsrA, absorbance read-out | activation, % at 10.6 µM | hit rate 0.3% among 360,000 | AID 602163; in the data active = activation above about 7.5%;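 note: 0% = vehicle and 100% = reference activator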
# FAS-TE inh: blocks the thioesterase domain of human fatty acid synthase; P49327; recombinant FAS-TE, OMFH fluorogenic substrate, fluorescence endpoint; inhibition, % at 15 µM; hit rate 0.67% among 360,000; AID 602261;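 active = compounds whose normalised, plate-corrected inhibition of enzyme fluorescence in the single-dose primary screen is 50% or more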;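 note: 0% = DMSO with enzyme and 100% = substrate without enzyme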
# MLLE-PAM2 inh: inhibitors of microRNA-mediated deadenylation, human PABP1 MLLE binding; AID 588489; GST-MLLE / FITC-PAM2 fluorescence polarization; P11940; inhibition, % at 20 µM; hit rate 0.36% among 360,000; in the data active = inhibition above about 35%, passing the limit was not always enough;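 note: plate controls were DMSO wells with GST-MLLE for no effect and wells lacking GST-MLLE protein for full effect; some results filed as inactive read as strong as hits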
# MT1-MMP act inh: inhibitors of human MT1-MMP activation. P50281. HT1080 RFP-PRO-GFP cells, GFP/RFP ratio fluorescence, overnight; percent of plate control window, DMSO zero. GFP/RFP ratio change, % at 20 µM. hit rate 0.061% among 360,000. AID 651647;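 active = GFP/RFP ratio change of at least 30% with cell ATP level not reduced by more than half and red fluorescence within 50% of control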; note: strong numbers were not always called active
#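 Assay system: HT1080 RFP-PRO-GFP cells | Dosing: 20 µM single dose, 1% DMSO | Incubation: Cells overnight before dosing, compound overnight, 37 °C, 5% CO2 | Evaluation: GFP/RFP fluorescence ratio | Control set: DMSO-only wells and HT1080 RFP-L50D-GFP cell wells as references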
# MsrA inhibitor: inhibits bovine methionine sulfoxide reductase A; purified bovine MsrA, absorbance read-out; inhibition, % at 15.5 µM; hit rate 0.75% among 360,000; AID 651718; in the data active = inhibition above about 4.5%;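 note: 0% = vehicle wells with enzyme and 100% = reference inhibitor wells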
# E coli Lon inh: E. coli protease La inhibition; AID 602123; inhibition, % at 7.94 µM; purified E. coli Lon protease, fluorescence polarization; hit rate 0.42% among 360,000; in the data active = inhibition above about 13%, passing the limit was not always enough;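 note: 0% = enzyme with probe and DMSO and 100% = no enzyme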
# Target sequence (P0A9M0 whole entry, looked up): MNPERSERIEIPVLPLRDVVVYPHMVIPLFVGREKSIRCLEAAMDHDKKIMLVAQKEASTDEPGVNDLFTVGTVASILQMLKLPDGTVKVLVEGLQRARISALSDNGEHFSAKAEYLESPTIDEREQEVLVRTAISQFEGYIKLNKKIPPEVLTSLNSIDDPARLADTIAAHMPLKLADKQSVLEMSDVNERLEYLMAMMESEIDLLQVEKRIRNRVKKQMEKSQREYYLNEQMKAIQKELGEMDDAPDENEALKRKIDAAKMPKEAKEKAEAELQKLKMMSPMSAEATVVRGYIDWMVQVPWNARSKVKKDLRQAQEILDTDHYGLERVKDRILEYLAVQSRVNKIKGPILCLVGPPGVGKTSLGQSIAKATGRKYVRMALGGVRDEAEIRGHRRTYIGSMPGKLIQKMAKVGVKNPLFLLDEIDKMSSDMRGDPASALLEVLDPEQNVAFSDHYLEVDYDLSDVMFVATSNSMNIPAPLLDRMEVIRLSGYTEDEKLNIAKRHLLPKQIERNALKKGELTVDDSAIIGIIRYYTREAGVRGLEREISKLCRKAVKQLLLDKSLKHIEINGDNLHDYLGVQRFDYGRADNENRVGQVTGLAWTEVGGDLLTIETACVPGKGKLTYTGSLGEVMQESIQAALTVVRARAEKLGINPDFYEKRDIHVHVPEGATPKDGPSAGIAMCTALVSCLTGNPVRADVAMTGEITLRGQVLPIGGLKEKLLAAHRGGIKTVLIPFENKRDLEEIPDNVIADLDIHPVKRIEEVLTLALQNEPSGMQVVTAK
# CSN inh: CSN deneddylation inhibition; inhibition, % at 12.5 µM; Q92905; Purified CSN, SCF-Nedd8-OG deneddylation, fluorescence polarization; hit rate 0.38% among 360,000;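 active = pattern-corrected inhibition above about 35%, with an unprinted fluorescence ratio check between 0.5 and 1.5, limit read from the data, passing the limit was not always enough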;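 note: 0% = enzyme with substrate and 100% = substrate without enzyme; some results filed as inactive read as strong as hits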
#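 assay system = purified human Csn5 enzyme expressed in HEK293T cells | amount = 0.24 nM enzyme | buffer or medium = Tris/NaCl/DTT buffer, pH 7.5 | reagent = 10 nM SCFSkp2-Nedd8OG | compound = one concentration, 12.5 µM, 0.25% DMSO | times = 90 min reaction at room temperature | signal = FP | read-out basis = % inhibition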
# Rin1-Abl PPI inh: inhibitors of human Rin1-Abl protein interaction; P00519+Q13671; TR-FRET Rin1/Abl binding, biochemical; inhibition, % at 7.35 µM; hit rate 0.4% among 360,000; AID 588664; in the data active = inhibition above about 5%, passing the limit was not always enough
# Starred values were filed as active, the others as inactive; i = inactive; . = not tested or not shown. Outcome played no part in choosing rows; overall some 3.7% were active at least once.
item	compound	Rpn11 block	bovine MsrA act	FAS-TE inh	MLLE-PAM2 inh	MT1-MMP act inh
1	COc1cc(C(=O)N2CCN(C/C=C/c3ccccc3)CC2)cc(OC)c1C	i	-1	4	-2	3
2	CCN(CC)C(=O)CN(c1cc2c(cc1OC)oc1ccccc12)S(=O)(=O)c1ccccc1	i	-3	3	-3	-5
3	CCOC(=O)C1=CCC(c2ccccc2C)N(S(=O)(=O)c2ccc(C)cc2)C1 (stereo not given)	i	-2	20	-12	4
4	COc1ccccc1C(=O)Nc1ccc2c(c1)CN(Cc1cnc(C)s1)CC2	i	-7	-1	-5	-5
5	O=C(CSCCO)Nc1nccs1	i	-4	-6	0	1
6	CCN1CCN(C(c2cccs2)C(C)NS(=O)(=O)c2ccc(F)cc2)CC1 (stereo not given)	i	-5	-7	17	9
7	O=C1N/C(=N/N=C/c2ccc(F)cc2)SC1c1ccccc1 (stereo not given)	i	-4	4	-12	4
8	C=C(C)C(C)(C#CCN1CCCC1)OC(C)=O (stereo not given)	i	3	-10	-14	-3
9	COc1ccc(N=C(c2ccccc2)c2c(C)[nH]n(-c3ccccc3)c2=O)c(OC)c1	i	-4	34	-7	-5
10	CCOC(=O)c1c(C)nc(C)c(C(=O)OCC)c1-c1ccccc1	i	-3	-4	9	1
11	Cc1ccc(C(=O)NC2CCN(C(=O)NC3CCCCC3)CC2)cc1	i	-1	-4	8	8
12	Cc1ccc(C(=O)N2CCN(C)CC2)cc1S(=O)(=O)N1CCCCC1	i	1	-9	-6	1
13	Cc1ccc(-c2csc(N(Cc3ccccc3)C(=O)COc3ccccc3)n2)cc1	i	-2	-2	4	0
14	CN(C(=O)c1ccccc1F)C(c1ccccc1)c1ccccc1	i	-3	16	-7	-8
15	Cc1ccc(Cl)cc1NC(=O)NCc1ccccn1	i	-13	-6	-2	4

item	MsrA inhibitor	E coli Lon inh	CSN inh	Rin1-Abl PPI inh
1	-0.6	0	11	1
2	0.4	-3	0	-1
3	1.5	1	0	-2
4	-0.3	-18	2	0
5	-0.8	-3	-1	3
6	0.2	-8	-3	1
7	-0.4	0	3	3
8	-1.7	-7	-1	0
9	1.9	-8	1	-2
10	.	-7	-1	-1
11	1.9	2	6	3
12	0.1	7	5	-3
13	-0.2	-1	4	1
14	0.0	-5	7	0
15	1.0	1	-3	0

# Continuation:
item	compound	Rpn11 block	bovine MsrA act	FAS-TE inh	MLLE-PAM2 inh	MT1-MMP act inh
16	CCC(CC)NCC(O)COc1ccc(Br)cc1 (stereo not given)	i	-7	-5	10	7
17	CN(c1ccccc1)S(=O)(=O)c1ccc(C(=O)Nc2nnc(-c3ccco3)o2)cc1	i	-4	-3	14	-2
18	COc1cccc2cc(C(=O)CC3(O)C(=O)N(Cc4ccccc4)c4ccccc43)c(=O)oc12 (stereo not given)	i	-3	-9	11	-5
19	COC(=O)c1ccc(S(=O)(=O)NCc2ccccn2)n1C	i	-3	-6	1	-2
20	CCN(CC(=O)Nc1c(F)cccc1F)C(=O)c1ccc2ncsc2c1	i	3	-7	-6	-1
21	CCc1c(C(=O)NC2CCCc3ccccc32)[nH]c(C)c1C(C)=O (stereo not given)	i	-2	0	9	-8
22	O=C1CN(c2nc(-c3ccccc3)c3ccccc3n2)c2ccccc2N1	i	-5	-3	-27	-7
23	CCC(=O)Nc1cc(Cl)ccc1N1CCN(C(=O)CC)CC1	i	-3	5	0	2
24	Cc1cc(C)cc(NC(=O)NC2CCN(CC(=O)Nc3cccc(Cl)c3C)CC2)c1	i	-10	-4	-1	7
25	CC(NC(=O)c1ccco1)C(=O)N1CC=C(c2ccccc2)CC1 (stereo not given)	i	-4	-4	-2	3
26	COCCn1c(=O)[nH]c(=O)c2cc(C(=O)c3cc(Cl)ccc3O)cnc21	i	-8	0	-28	4
27	O=C(Nc1ccccc1)N(c1ccccc1)C1C=CS(=O)(=O)C1 (stereo not given)	i	-6	-4	2	5
28	CCOC(=O)c1c(C)[nH]c(C=O)c1Cc1cccc(Cl)c1	i	-10	18	1	-5
29	CC(C)CN(C(=O)COC(=O)c1ccc2c(c1)OCCO2)c1c(N)n(Cc2ccccc2)c(=O)[nH]c1=O	i	-1	-3	6	1
30	Brc1ccc(CN2CC[C@H]3C=CCc4cccc(c43)C2)cc1	i	-2	8	8	-1

item	MsrA inhibitor	E coli Lon inh	CSN inh	Rin1-Abl PPI inh
16	-0.4	-1	3	2
17	2.0	12	1	-3
18	0.3	7	9	-2
19	1.3	4	2	-1
20	-0.5	-14	0	0
21	-0.2	9	-6	-5
22	1.0	-13	11	-3
23	0.3	-5	-3	-1
24	-0.7	5	0	-1
25	2.0	0	-1	0
26	.	0	3	-1
27	0.7	-9	-5	-3
28	-0.5	-9	-10	0
29	-0.1	-6	-2	-2
30	0.2	2	-6	0

# The list continues.
item	compound	Rpn11 block	bovine MsrA act	FAS-TE inh	MLLE-PAM2 inh	MT1-MMP act inh
31	CCCC(=O)Nc1ccc(OCC(=O)OC)cc1	i	-1	-1	-3	2
32	O=C(CSc1nnc(Cc2ccccc2)o1)Nc1cccc(F)c1	i	-5	0	-2	3
33	O=C(c1ccncc1)c1ccc(N2CCN(C3CC(=O)N(Cc4ccccc4)C3=O)CC2)cc1 (stereo not given)	i	0	0	-1	-1
34	CN(C)c1ccc(NC(=S)N(CCc2ccccc2)C2CC(=O)N(c3c(Cl)cccc3Cl)C2=O)cc1 (stereo not given)	i	-8	38	-33	-3
35	CC(C)CC1NC2(C(=O)N(C)c3ccccc32)C2C(=O)N(C(C)C)C(=O)C12 (stereo not given)	i	-2	-8	6	0
36	O=S(=O)(Nc1cccnc1Cl)c1ccc2c(c1)OCCO2	i	-11	-4	4	14
37	CCCCn1c(SCC(=O)NC2CCS(=O)(=O)C2)nc2cc(S(N)(=O)=O)ccc21 (stereo not given)	i	-2	-7	-8	0
38	Cn1nc(C(F)(F)F)c(/C=N/OC(=O)c2ccccc2)c1SCc1ccccc1Cl	i	-1	29	12	-1
39	Cc1c(C(=O)N2CCC2(C)C(=O)O)oc2ccccc12 (stereo not given)	i	-4	-4	-5	0
40	O=C(Nc1ccc(Cl)cc1)c1cc(S(=O)(=O)N2CCCCC2)ccc1N1CCOCC1	i	0	29	1	2
41	COc1ccccc1N1CCN(C(=O)c2ccc(Cl)c(S(=O)(=O)N3CCCC3)c2)CC1	i	-5	13	17	3
42	CCCN1CCC(NC(=O)C2CCN(C(C)=O)CC2)CC1	i	-3	-6	7	-3
43	CCc1nnc(NC(=O)CSc2nc(-c3ccccc3)nc3ccccc23)s1	i	-3	2	7	-4
44	CNc1nc(SC)nc(N(C#N)CC(=O)OC)n1	i	-11	-8	0	10
45	CSc1ncc2c(n1)-c1cc(C)ccc1SC2	i	-3	3	26	2

item	MsrA inhibitor	E coli Lon inh	CSN inh	Rin1-Abl PPI inh
31	1.3	-1	-1	-1
32	0.1	18	7	-3
33	1.7	0	3	-4
34	-0.9	3	1	-2
35	0.3	-5	6	-4
36	-1.1	8	4	3
37	-0.1	-9	1	4
38	-0.6	9	3	1
39	-0.6	-4	1	-1
40	-0.3	8	3	-1
41	-1.8	2	-4	-1
42	0.2	-5	3	-3
43	0.3	2	-15	-6
44	1.0	0	-2	-1
45	0.8	8	-7	-2

# Continued:
item	compound	Rpn11 block	bovine MsrA act	FAS-TE inh	MLLE-PAM2 inh	MT1-MMP act inh
46	CCSc1ccccc1C(=O)NCCCn1ccnc1	i	2	-6	15	0
47	O=C(COc1ccc(Br)cc1Cl)NC(=S)N1CCc2ccccc21	i	-2	23	16	2
48	CC1=C(C(=O)N(C(C)C)C(C)C)CC(CC(=O)NCC2CCCCC2)C(=O)N1Cc1ccc(C(C)(C)C)cc1 (stereo not given)	.	-3	24	.	-12
49	O=C(COC(=O)/C=C/c1ccc(S(=O)(=O)N2CCOCC2)cc1)NCc1ccc2c(c1)OCO2	i	0	-1	-16	-2
50	N#Cc1ccccc1N/C=C/C(=O)c1ccc(Cl)cc1	i	-5	25	-14	1
51	CNc1c(NS(=O)(=O)c2cc(Cl)ccc2OC)c(=O)oc2ccccc12	i	-1	-1	-12	1

item	MsrA inhibitor	E coli Lon inh	CSN inh	Rin1-Abl PPI inh
46	0.6	8	2	3
47	0.9	-4	-1	-1
48	-0.9	4	-2	.
49	0.5	-10	-6	1
50	1.6	-12	1	1
51	-0.2	-6	1	1

# Filtered by structure, the compounds so far containing an aryl thioether with sulfur outside any ring (7)
item	compound	Rpn11 block	bovine MsrA act	FAS-TE inh	MLLE-PAM2 inh	MT1-MMP act inh
32	O=C(CSc1nnc(Cc2ccccc2)o1)Nc1cccc(F)c1	i	-5	0	-2	3
37	CCCCn1c(SCC(=O)NC2CCS(=O)(=O)C2)nc2cc(S(N)(=O)=O)ccc21 (stereo not given)	i	-2	-7	-8	0
38	Cn1nc(C(F)(F)F)c(/C=N/OC(=O)c2ccccc2)c1SCc1ccccc1Cl	i	-1	29	12	-1
43	CCc1nnc(NC(=O)CSc2nc(-c3ccccc3)nc3ccccc23)s1	i	-3	2	7	-4
44	CNc1nc(SC)nc(N(C#N)CC(=O)OC)n1	i	-11	-8	0	10
45	CSc1ncc2c(n1)-c1cc(C)ccc1SC2	i	-3	3	26	2
46	CCSc1ccccc1C(=O)NCCCn1ccnc1	i	2	-6	15	0

item	MsrA inhibitor	E coli Lon inh	CSN inh	Rin1-Abl PPI inh
32	0.1	18	7	-3
37	-0.1	-9	1	4
38	-0.6	9	3	1
43	0.3	2	-15	-6
44	1.0	0	-2	-1
45	0.8	8	-7	-2
46	0.6	8	2	3

# Two of the compounds above, tab-delimited.
item	SMILES	Rpn11 block	bovine MsrA act	FAS-TE inh	MLLE-PAM2 inh	MT1-MMP act inh	MsrA inhibitor	E coli Lon inh	CSN inh	Rin1-Abl PPI inh
15	Cc1ccc(Cl)cc1NC(=O)NCc1ccccn1	i	-13	-6	-2	4	1.0	1	-3	0
45	CSc1ncc2c(n1)-c1cc(C)ccc1SC2	i	-3	3	26	2	0.8	8	-7	-2
